Source: PubChem (National Center for Advancing Translational Sciences (NCATS))
Giardia kill: kills Giardia lamblia. Giardia lamblia trophozoite viability. activity change, % at 7.66 µM, hits read low. 340,000 compounds, 0.15% hits; in the data active = activity change below about -80%; inconclusive = between about -30% and that limit;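 note: parasites exposed to compound for two days anaerobically before the ATP read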
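ATP-content bioluminescence gauges trophozoite survival. Cells (100/well) receive compound and incubate anaerobically for 48 hrs at 37 deg C; detection reagent follows for 15-30 min at room temperature.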
Eya2 inh: blocks the phosphatase activity of human Eya2. O00167. recombinant Eya2, OMFP fluorescence dephosphorylation (OMFP is methylfluorescein phosphate). Potency, µM (top dose mostly 76.9 µM), inactives show at the highest dose activity, negative = inhibition, actives largely listed as inhibitors. 330,000 compounds, 0.006% hits. AID 488837; note: potency is the fitted concentration of half-maximal effect
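Eya2 protein (added as 0.2 uM solution) was preincubated with compound for 10 min at ambient temperature in 50 mM HEPES pH 7.5, 50 mM NaCl, 5 uM MgCl2, 0.05% BSA, 1 mM DTT. OMFP (added at 50 uM) then reacted 10 min; fluorescence read at 485/525 nm.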
B2AR arrestin: agonists driving beta-arrestin recruitment to human beta2-adrenergic receptor. P07550. beta-arrestin recruitment to beta2AR, cell-based reporter. Potency, µM (titrated, usually from 46.1 µM), for the others: at the highest dose activation, hits mostly activators. 330,000 compounds, 0.02% hits;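 note: potency is the fitted concentration of half-maximal effect; 0% = DMSO controls and full agonism = EC100 isoproterenol or metaproterenol; nearly all actives have a fitted effect of over 65% in size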
Chronic BCR inh: blocks chronic active B-cell receptor signaling; ABC-DLBCL IkBa-CBG/CBR reporter, luminescence ratio, 4 h; Potency, µM (top dose mostly 46.1 µM), inactives show at the highest dose ratio change, negative = lower green/red ratio, hits mostly inhibitors; 340,000 compounds, 0.05% hits; AID 493014; active = well fitted inhibition curve with a large enough effect in the signal ratio, with a control signal flat, not every such curve was filed as active; inconclusive = small, poorly fitted or top-dose-only effect, or effect the other way, or a change in a side signal; the % refers to the signal ratio;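 note: potency is the fitted concentration of half-maximal effect; plate controls were basal doxycycline-induced cells for no effect and cells given 10 µM MG132 for full effect; MG132 reads +100%, hits lower the ratio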
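Concentration-response series (up to 46 uM) were applied to TMD8 dual-reporter cells for 4 h at 37C with doxycycline. Green/red ratio, after filter-overlap correction, defined %Activity; red signal alone was normalised to basal cells and zero luminescence.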
PKM2 activator: PKM2 (human) enzyme activation | purified PKM2, Kinase-Glo ATP luminescence, activation; response scale: 0% is enzyme alone, no compound | P14618 | Potency, µM (titrated, usually from 57.5 µM), without a hit: top-dose activation, usual class: activators | 260,000 compounds, 0.34% hits; note: potency is the fitted concentration of half-maximal effect; nearly all actives have a fitted effect of over 55% in size
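Kinase-Glo luminescence reports ATP generated from ADP (0.1 mM) and PEP (0.5 mM) by purified hPK-M2 after 1 h at room temperature, pH 7.2 imidazole buffer; intermediate enzyme activity allows detecting inhibitors and activators.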
Coupling enz: inhibits coupling enzyme system, counter-screen for aldolase hits | coupling enzyme system counterscreen, AmpLite Red fluorescence | activity change, negative = inhibition, % at 58.2 µM, hits read low | AID 2472 | 290,000 compounds, 0.67% hits; in the data active = activity change below about -30%
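Fluorescence at 525 nm excitation and 598 nm emission measured inhibition of the coupled detection system without aldolase. Compounds (at 57.5 uM final) were preincubated 10 min at room temperature with coupling enzyme reagent before a 20 min substrate/AmpLite Red step.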
USP2a block: USP2a (human) protease inhibition. 330,000 compounds, 0.01% hits. USP2 core, Ub-CHOP2 coupled fluorogenic reporter, 485/531. Potency, µM (doses to about 38.3 µM), for the others: at the highest dose activity change, negative = inhibition, hits mostly inhibitors;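 note: potency is the fitted concentration of half-maximal effect; plate controls were DMSO wells for no effect and full inhibition by NEM control for full effect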
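USP2 core (10nM final) preincubated 30min RT with compound in 20mM Tris-HCl pH 8.0, 2mM CaCl2, 2mM beta-mercaptoethanol, 0.05% CHAPS; 25nM Ub-CHOP2 plus 25nM reporter substrate added, fluorescence (Ex485/Em531) read after 60min.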
KCNH2 3.1 block: inhibitors of human KCNH2 3.1 potassium channel isoform | U2OS KCNH2 3.1, thallium flux FluxOr; hits give low values | activity change, % (tested at about 1.8 µM) | 340,000 compounds, 0.95% hits;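 active = maximum activity change below -70%; inconclusive = maximum activity change from -70% to -50%; inactive = maximum activity change above -50%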;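 note: thallium influx rate constant from kinetic fluorescence after stimulation buffer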
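Thallium flux via FluxOr fluorescence (Red40 quencher, 45 min loading) in U2OS cells virally expressing the KCNH2 3.1 isoform (1.77 x 10^8 /mL virus, overnight at 37 C). Rate constants from 2-min kinetic reads post-stimulation, normalised to positive and negative controls.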
uPA generation: blocks generation of uPA at the cell surface; cell surface uPA generation assay, qHTS; Potency, µM (series often up to 38.3 µM), without a hit: top-dose activity change, negative = inhibition, usual class: inhibitors; 330,000 compounds, 0.31% hits; active = well fitted inhibition curve with a large enough effect; inconclusive = small, poorly fitted or top-dose-only effect; inactive = no such curve, though single readings can be large or run the other way; tested in mouse RAW 264.7 cells; note: potency is the fitted concentration of half-maximal effect; nearly all actives have a fitted effect of over 55% in size
GALK inhibitor: blocks human galactokinase activity; AID 1868; Potency, µM (doses to about 57.5 µM), for inactives: at the top dose activity change, negative = inhibition, hits mostly inhibitors; Purified GALK, Kinase-Glo residual ATP luminescence; 270,000 compounds, 0.007% hits; note: potency is the fitted concentration of half-maximal effect
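5 nM enzyme, 35 uM ATP, 100 uM galactose, 20 mM HEPES pH8.0, 5 mM MgCl2; 1 h RT; residual ATP by Kinase-Glo Plus luminescence, qHTS format.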
KCNH2 WT inh: blocks the wildtype human KCNH2 potassium channel. Q12809. U2OS, BacMam KCNH2, thallium flux FluxOr; hits give low values. activity change, % at 1.84 µM. 340,000 compounds, 0.37% hits;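 active = maximum activity change below -70%; inconclusive = maximum activity change between -70% and -50%; inactive = maximum activity change above -50%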
Target sequence (Q12809 whole entry, looked up): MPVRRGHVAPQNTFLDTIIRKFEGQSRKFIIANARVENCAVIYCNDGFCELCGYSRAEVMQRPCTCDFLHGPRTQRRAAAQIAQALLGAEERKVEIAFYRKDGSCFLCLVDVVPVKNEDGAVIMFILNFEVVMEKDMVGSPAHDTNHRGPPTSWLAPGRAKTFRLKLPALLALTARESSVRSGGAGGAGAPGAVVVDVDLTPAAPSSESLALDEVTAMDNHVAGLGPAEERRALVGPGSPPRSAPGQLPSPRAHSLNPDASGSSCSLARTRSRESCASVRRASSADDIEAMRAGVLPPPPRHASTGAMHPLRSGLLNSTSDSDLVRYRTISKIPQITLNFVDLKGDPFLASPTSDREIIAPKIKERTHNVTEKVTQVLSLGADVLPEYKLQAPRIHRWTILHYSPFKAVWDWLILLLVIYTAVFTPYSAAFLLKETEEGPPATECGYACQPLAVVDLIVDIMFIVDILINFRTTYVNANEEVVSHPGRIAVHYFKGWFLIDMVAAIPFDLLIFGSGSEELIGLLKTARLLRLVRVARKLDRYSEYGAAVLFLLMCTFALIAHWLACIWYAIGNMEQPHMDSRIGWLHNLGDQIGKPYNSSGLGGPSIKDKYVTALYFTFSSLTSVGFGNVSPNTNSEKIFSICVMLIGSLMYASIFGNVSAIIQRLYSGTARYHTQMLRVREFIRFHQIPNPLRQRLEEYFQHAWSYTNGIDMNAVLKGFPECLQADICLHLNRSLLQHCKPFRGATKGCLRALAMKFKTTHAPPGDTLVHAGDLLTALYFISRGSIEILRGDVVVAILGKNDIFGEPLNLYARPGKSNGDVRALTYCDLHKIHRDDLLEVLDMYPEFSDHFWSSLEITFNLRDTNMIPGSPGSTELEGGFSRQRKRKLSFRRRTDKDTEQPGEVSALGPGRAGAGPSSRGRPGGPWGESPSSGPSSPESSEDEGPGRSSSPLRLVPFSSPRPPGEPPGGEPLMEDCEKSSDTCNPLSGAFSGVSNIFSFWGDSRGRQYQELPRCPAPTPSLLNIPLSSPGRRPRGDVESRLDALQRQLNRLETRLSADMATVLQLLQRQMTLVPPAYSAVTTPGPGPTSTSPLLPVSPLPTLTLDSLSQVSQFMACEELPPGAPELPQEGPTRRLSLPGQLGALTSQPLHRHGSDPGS
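U2OS cells transduced with wild-type KCNH2 virus are loaded with FluxOr dye for 45 min, and thallium flux is measured in kinetic reads before and after stimulation buffer. Rate constants are normalized to DMSO controls.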
* marks the source's active call; other numbers are inactive results; ? = inconclusive; nt = not tested or not shown; & = joins results of further samples; [ ] = dose if it differs, or a comment. Unless noted, calls come from the whole dose curve; as a rule, active = well fitted curve in the direction sought with a large enough effect; inconclusive = small, poorly fitted or top-dose-only effect, or another doubt; inactive = no such curve, though single readings can be large; an effect the other way counts as inactive or inconclusive. Unless noted, % is set by controls: 0 for no effect and ±100 for the full control effect.

SMILES	Giardia kill	Eya2 inh	B2AR arrestin	Chronic BCR inh	PKM2 activator	Coupling enz	USP2a block	KCNH2 3.1 block	uPA generation	GALK inhibitor	KCNH2 WT inh
COc1ccc(CCNC(=O)C2CCN(Cc3nc(-c4ccccc4C)oc3C)CC2)cc1OC	-15	-16%	-0.2%	?	1%	2	2%	-21	nt	2%	24
CCOC(=O)c1cnc2c(-c3ccc(F)cc3)cnn2c1C(F)(F)F	-3	-9%	0.0%	?	3%	-3	0%	4	1%	0%	9
N/C(=N\OC(=O)CCC1CCCCC1)c1ccccn1	20	-2%	-1.2%	?	-23%	0	7%	-21	-1%	1%	-10
C=CCC[C@@H](Cc1ccc(F)cc1)C(=O)OC[C@@H](C)NC(=O)[C@H](CC=C)CC(=O)N(CCO)Cc1ccccc1	3	-6%	0.4%	?	nt	nt	0%	nt	11%	nt	nt
C=CCNC(=O)CSc1nc2ccccc2c(=O)n1CCc1ccc(OC)c(OC)c1	7	-1%	-0.4%	-2%	2%	-2	1%	-4	11%	-4%	-9
O=C(Cc1ccccc1)Nc1ccccc1CO	7	-3%	0.0%	6%	-1%	6	4%	-8	0%	0%	1
CCOc1cc(NS(C)(=O)=O)c(OCC)cc1NC(=O)c1cccs1	-2	10%	-0.7%	1%	0%	-4	4%	-6	nt	4%	-11
CCN1C(=O)[C@H]2[C@@H](c3ccc(-c4ccccc4)c(OC)c3)N[C@@](Cc3ccccc3)(C(=O)OC)[C@H]2C1=O	16	20%	0.2%	0%	nt	nt	0%	6	11%	nt	6
CCOc1ccc(CNC2CCCc3ccccc32)cc1 (stereo unspecified)	9	20%	0.2%	-6%	-1%	0	1%	?	?	1%	39
CC(C)CN(C(=O)CSc1nncs1)c1c(N)n(CC(C)C)c(=O)[nH]c1=O	-11	24%	1.2%	-25%	-5%	-1	-5%	-11	6%	1%	-6
O=C(NCCCn1ccnc1)/C(=C\c1cccs1)NC(=O)c1ccccc1	29	-1%	-1.4%	0%	-4%	4	4%	-45	10%	-2%	6
O=C(CSc1nc2ccccc2c(=O)n1CC1CCCO1)NCc1ccc2c(c1)OCO2 (stereo unspecified)	24	1%	0.1%	-10%	-2%	-2	0%	1	-5%	-2%	18
COc1ccc(S(=O)(=O)NCC(=O)N(Cc2ccco2)C(C(=O)NC(C)(C)C)C(C)C)cc1 (stereo unspecified)	8	-11%	-0.2%	2%	nt	0	2%	0	-1%	-1%	13
Nc1c(C(=O)c2ccc(Br)cc2)oc2ccccc12	1	11%	0.7%	?	0%	2	-2%	0	-1%	2%	1
CC(C)(CNC(=O)c1sc2cc(F)ccc2c1Cl)N1CCOCC1	-1	-1%	0.1%	2%	-15%	1	1%	-5	-2%	-3%	3
COc1cccc(-c2nn(-c3ccccc3)cc2/C=C(/NC(=O)c2ccccc2)C(=O)O)c1	-19	-9%	-0.5%	-5%	-1%	8	-1%	8	1%	0%	-13
O=C(Cn1c(CN2CCCCC2)nc2ccccc2c1=O)NCc1ccco1	5	3%	2.9%	0%	-9%	-3	-4%	7	9%	1%	-1
CN1CCC(C2(O)c3ccccc3CSc3sccc32)CC1 (stereo unspecified)	-7	-7%	15%	?	1%	-3	2%	-14	5%	-2%	10
CCOC(=O)C1CCCN(C/C(O)=C(\C#N)c2nc(-c3ccccc3)cs2)C1 (stereo unspecified)	-20	3%	0.3%	6%	-1%	0	2%	11	1%	0%	-4
CCC(C)NC(=S)NNC(=O)c1ccc(C(C)(C)C)cc1 (stereo unspecified)	-5	4%	0.9%	-9%	-2%	0	1%	3	1%	-1%	0
CCOC(=O)Cc1nnc2c(Nc3ccc(C)cc3)nc3nonc3n12	-4	9%	-0.3%	13%	1%	-2	1%	-3	1%	4%	5
COc1ccc(C2CC(O)(c3ccccc3)Oc3c(C)ccc(C)c32)cc1 (stereo unspecified)	14&14	-15%	-0.2%	?	-2%	5&-1	0%	14	?	-2%	-7
O=C(Cn1ccc([N+](=O)[O-])n1)NCc1ccco1	9	-6%	0.2%	-1%	4%	nt	1%	-26	-5%	0%	13
CC(=O)OCC(=O)Nc1ccc(C(C)=O)cc1	16	5%	-0.1%	-3%	6%	1	1%	1	1%	-1%	3
CC(C)NC(=O)COC(=O)c1cc(F)c(F)cc1Cl	-6	-11%	-0.1%	21%	-2%	1	2%	3	0%	0%	12
SMILES	Giardia kill	Eya2 inh	B2AR arrestin	Chronic BCR inh	PKM2 activator	Coupling enz	USP2a block	KCNH2 3.1 block	uPA generation	GALK inhibitor	KCNH2 WT inh
CCOC(=O)C1CCN(C(=O)Cc2ccc(-c3ccccc3)cc2)CC1	-3	-4%	0.0%	-11%	-2%	-1	-7%	-21	13%	5%	-9
COCCn1cc(C(=S)N2CCCCC2)c2ccccc21	-12	-7%	-0.2%	1%	0%	0	3%	2	6%	2%	-11
COc1ccc(NC(=O)CSc2nccn2Cc2ccco2)cc1OC	-13	13%	-0.8%	-4%	-2%	nt	1%	-3	1%	-5%	0
COc1ccc(NC(=O)CCS(=O)(=O)c2ccccc2)c(OC)c1	15	2%	-0.4%	?	2%	-3	2%	-6	nt	2%	1
O=C(CNc1ccc(Br)cc1)Nc1ccc(S(=O)(=O)N2CCCC2)cc1	8	0%	0.4%	?	nt	nt	0%	-23	1%	nt	3
Cc1ccc[n+](CC(=O)c2cc3ccccc3oc2=O)c1	2	12%	0.4%	9%	26%	-2	1%	1	-8%	nt	-9
CCOC(=O)c1cn(Cc2ccc(Cl)cc2Cl)c2cc(C)nn2c1=O	6	-13%	0.1%	-1%	-21%	5	2%	-41	-7%	nt	4
COc1cc(-c2nnc(-c3cccnc3)o2)cc(OC)c1OC	6	-2%	-0.7%	-2%	-3%	0	1%	-1	-3%	1%	-10
CCCCSc1nc2c(cnn2-c2ccc(F)cc2)c(=O)[nH]1	30[activator]	-13%	0.4%	-6%	3%	1	0%	8	1%	-2%	16
C=CCNC(=O)C1CCN(c2cnccn2)CC1	-9	-4%	-0.1%	0%	-5%	-2	1%	1	26%	5%	-12
O=C1NC(=O)C2C1C(c1cccs1)NN2Cc1ccccc1 (stereo unspecified)	10	-5%	0.2%	-3%	-2%	0	2%	-1	-1%	2%	-8
COc1cc(C(=O)NC(=S)N2CCCCCC2)cc(OC)c1OC	-1	-21%	-0.1%	-2%	2%	3	-4%	-3	-2%	-1%	-8
O=C(Nc1ccc2nc(-c3ccccc3)[nH]c2c1)c1ccco1	-7	-23%	0.2%	?	-4%	-5	1%	5	-15%	-3%	-8
CN(C)c1ccnc(-n2cccc2/C=N/OCc2ccccc2)c1C#N	11	-2%	0.4%	?	-4%	3	5%	-1	6%	1%	-9
O=C(NNc1nc2ccccc2nc1C(F)(F)F)c1ccccc1	-2	8%	2.5%	-8%	2%	0	-1%	14	-5%	0%	3
CCOc1oc(-c2ccc(OC)cc2)nc1C(F)(F)F	-10	10%	0.2%	-15%	-5%	-6	1%	1	nt	1%	-4
O=C(NCc1cccnc1)C(=O)N/N=C/c1ccccc1[N+](=O)[O-]	-13	-8%	0.3%	-1%	-4%	-2	2%	4	8%	13%	-1
CCN(CC1CCCO1)C(=O)C1CCN(C2CCN(Cc3ccccc3C)CC2)CC1 (stereo unspecified)	-3	-15%	-0.4%	3%	-5%	-2	0%	-2	-8%	-6%	-3
CCOc1ccc(N(C(C)C(=O)N2CCCC2)S(C)(=O)=O)cc1 (stereo unspecified)	-19	-5%	0.1%	3%	0%	2	1%	2	1%	4%	-12
O=c1[nH]c(/C=C/c2ccccc2F)nc2ccccc12	-20	11%	-1.0%	-1%	-11%[11.5 µM]	1	1%	15	?	0%	-26
CCc1cccc(NC(=O)c2ccc(Cn3c(=O)[nH]c4ccsc4c3=O)cc2)c1	-3	7%	2.4%	-4%	-20%	-2	5%	4	-6%	nt	16
CCOC(=O)/C=C1\SCC(=O)N1CC(=O)Nc1ccc2c(c1)CCC2	17	2%	0.5%	-3%	5%	0	1%	2	5%	-2%	-17
CCN(CC)CCNC(=O)C1CCC(=O)N1CCc1ccccc1 (stereo unspecified)	-13	7%	-0.6%	-6%	-1%	-3	2%	8	2%	-2%	-7
C=CCn1c(SCC(=O)Nc2ncc(Cc3ccc(C)c(Cl)c3)s2)nnc1-c1ccncc1	3	-10%	-1.1%	0%	-1%	6	1%	-12	4%	nt	-10
COc1cc2sc(-c3ccc(S(C)(=O)=O)cc3)c(-c3ccc4c(c3)OCO4)c2cc1OC	?	-12%	-0.2%	-1%	nt	nt	3%	-9	12%	nt	-8
Cc1ccc(C(C)C)c(OCCCCN2CCNCC2)c1	7	12%	-0.4%	?	-15%	-1	-2%	-19	?	5%	1
Cc1ccc(C(=O)OC2CCOC2=O)cc1NC(=O)c1ccco1 (stereo unspecified)	-1	nt	nt	nt	-2%	-3	nt	-4	4%	-4%	0
